SIAH1 antagonists: Siah-1 peptide-binding antagonists, primary screen, biochemical, fluorescence polarization, rhodamine-plectin, uHTS (AID 1817); Siah-1 / rhodamine-plectin peptide fluorescence polarization; higher % means a stronger effect; displacement, % at 20 µM; hits with a dose series show IC50 in µM; 0.02% of 290,000 active;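 active = displacement of at least 50% at 20 µM, with a fluorescence ratio check between 0.3 and a set limit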;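 note: plate controls were Siah plus tracer with DMSO for no effect and tracer alone without Siah for full effect; strong numbers were not always called active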
AID2073: inhibitors of Mint1-CaV2.2 protein interaction, biochemical, HTRF (AID 2073); HTRF protein-protein interaction, Mint1-CaV2.2; higher % means a stronger effect; 0.19% of 290,000 active; inhibition, % at 20 µM; hits with a dose series show IC50 in µM; in the data active = inhibition mostly above about 51%, no sharp cut-off; inconclusive = no clear call, values can overlap the other calls; inactive = mostly below about 53%; note: some results filed as inactive read as strong as hits
K1F lysis inhibition: inhibition of K1F phage lysis, E. coli UTI89, bacterial capsule biogenesis inhibitors, alamar blue (AID 488966); one-dose inhibition, % at 100 µM; IC50 in µM for titrated hits; E. coli UTI89 K1F phage lysis, alamar blue, 2 h; higher % means a stronger effect; 0.02% of 340,000 active;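 active = phage lysis inhibition, versus mean bacterial control, above a set limit; inconclusive = no clear call, values can overlap the other calls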;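 note: capsule biogenesis inhibitors block K1F phage lysis so surviving cells raise fluorescence; higher fluorescence means more inhibition of phage lysis; actives were called in the ten point dose series up to 300 µM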
MgcRacGAP inhibition: MgcRacGAP GTPase-activating activity inhibitors, confirmation, biochemical, ADP Hunter fluorescence. MgcRacGAP-stimulated Rac1 GTP hydrolysis, ADP Hunter fluorescence; higher % means a stronger effect; GST-tagged Rac1 F28L mutant substrate. one-dose inhibition, % at 30 µM; IC50 in µM for titrated hits. 0.6% of 340,000 active;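 active = first-screen hits whose inhibition reached a set limit at any dose in the follow-up dose series; inconclusive = inhibition above the set first-screen limit but never retested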;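 note: fluorescence reports GDP produced by GAP-driven GTP hydrolysis; strong numbers were not always called active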
West Nile antiviral: inhibition of WNV-induced cytopathic effect – cell-based, CPE readout (AID 1621); 0.02% of 290,000 active; West Nile virus-infected cells, CPE inhibition; higher % means a stronger effect; CPE inhibition, % at 10 µM, or IC50 in µM where a hit was titrated; in the data active = a potency from the dose series; inconclusive = CPE inhibition mostly from about 3.7% at the one dose, without a potency; inactive = the rest, 99 in 100 with CPE inhibition below about 2.2%; note: strong numbers were not always called active
RSV antiviral HEp-2: inhibition of RSV-induced cytopathic effect – HEp-2 cells, primary 10 µM value included (AID 2391). HEp-2 cells, RSV-induced CPE inhibition; higher % means a stronger effect. CPE inhibition, % at 10 µM; hits with a dose series show IC50 in µM. 0.13% of 310,000 active; in the data active = a potency from the dose series; inconclusive = CPE inhibition mostly from about 23% at the one dose, without a potency; inactive = the rest, 99 in 100 with CPE inhibition below about 21%; note: strong numbers were not always called active
SV40 large T antigen: TAg ATPase/helicase activity blockers – biochemical (AID 1903). SV40 large T antigen ATPase/helicase inhibition assay; higher % means a stronger effect. inhibition, % at 20 µM; hits with a dose series show IC50 in µM. 0.39% of 310,000 active; in the data active = a potency from the dose series; inconclusive = inhibition mostly from about 32% at the one dose, without a potency; inactive = the rest, 99 in 100 with inhibition below about 32%; note: strong numbers were not always called active
NTR1 agonist: agonists of NTR1, primary screen, imaging, U2OS cells, beta-arrestin-GFP, high content (AID 493036). P30989. NTR1-U2OS beta-arrestin-GFP spot imaging, agonist mode. activation, % at 20 µM. 0.17% of 330,000 active;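 active = activation at or above 40% of the spot to cytoplasm intensity ratio, with at least 20 cells analyzed; inconclusive = wells under 20 cells, flagged as cytotoxic or low count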;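 note: 0% = DMSO without peptide and 100% = 100 nM NTR1 peptide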
Target sequence (P30989 whole entry, looked up): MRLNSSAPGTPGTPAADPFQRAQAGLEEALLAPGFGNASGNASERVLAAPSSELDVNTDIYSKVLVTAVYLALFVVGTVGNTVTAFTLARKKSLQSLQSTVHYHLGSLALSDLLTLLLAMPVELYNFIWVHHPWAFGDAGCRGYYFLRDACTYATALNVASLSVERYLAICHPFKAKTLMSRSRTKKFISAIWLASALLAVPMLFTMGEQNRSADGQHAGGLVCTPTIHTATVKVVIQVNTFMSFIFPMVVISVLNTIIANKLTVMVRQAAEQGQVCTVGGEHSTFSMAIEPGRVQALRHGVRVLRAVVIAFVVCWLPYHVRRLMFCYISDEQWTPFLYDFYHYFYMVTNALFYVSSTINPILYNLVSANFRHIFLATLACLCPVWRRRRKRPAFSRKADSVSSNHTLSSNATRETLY
Dengue-2 NS5 capping: flavivirus cap methylation enzyme inhibition – biochemical, confirmation dose response, primary screen (AID 588689). Dengue-2 NS5 methyltransferase capping enzyme assay, biochemical; higher % means a stronger effect. inhibition, % at 25 µM; hits with a dose series show IC50 in µM. 0.3% of 340,000 active; in the data active = a potency from the dose series; inconclusive = inhibition above about 29% without an active follow-up result
NTR1 agonist cell count 20 µM: also measured in NTR1 agonist; calls as there; cell count; measured here: cell count, cytotoxicity flag
Active calls of the source: *; ? = inconclusive; . = not tested or not shown; [ ] = remark or other dose. The order is random (roughly 1.6% active in at least one column).

SMILES	SIAH1 antagonists	AID2073	K1F lysis inhibition	MgcRacGAP inhibition	West Nile antiviral	RSV antiviral HEp-2	SV40 large T antigen	NTR1 agonist	NTR1 agonist cell count 20 µM	Dengue-2 NS5 capping
COCCNC(=O)C(c1ccc(C)cc1)N(C(=O)CCC(=O)Nc1ccccn1)c1cccc(C)c1 (stereo not drawn)	-1%	2%	-0.6%	-5%	-0.5%	0.7%	-2%	-0.9	37	-3%
CCCOc1ccc(/C=C2\SC(=S)N(CC3CCCO3)C2=O)cc1 (stereo not drawn)	-3%	-11%	5.0%	9%	-1.1%	11%	3%	5.7	47	0%
N#Cc1ccc(-c2nc3cc(Cl)ccc3c(=O)n2O)cc1	-4%	14%	-1.6%[50 µM]	1%	-0.2%	1.8%	1%	1.1	96	-8%
C/C(=N\NC(=O)CN1CCN(Cc2ccccc2)CC1)c1cccs1	3%	4%	0.8%	3%	-0.3%	0.9%	4%	1.4	55	-6%
O=C(COC(=O)C12CC3CC(CC(C3)C1)C2)Nc1ccccc1F	7%	3%	0.2%	4%	-0.3%	1.0%	12%	2.7	76	-5%
O=C(Nc1ccc2oc(=O)ccc2c1)c1ccco1	-4%	10%	0.4%	9%	1.3%	1.0%	24%	-2.1	85	-2%
Cc1ccc(C(c2nnnn2C2CCCC2)N2c3ccccc3CC2C)cc1 (stereo not drawn)	3%	-1%	-1.2%	2%	-1.4%	9.5%	16%	3.3	46	0%
O=C(CN1CCN(c2ccccc2F)CC1)NCc1ccc(Cl)cc1	-3%	5%	0.1%	6%	-1.5%	-0.6%	-1%	1.4	53	-7%
N#CCCSCc1ccc(OCC(=O)O)cc1	-6%	-3%	0.6%	9%	-0.3%	1.7%	21%	0.2	89	-2%
COc1ccccc1C(=O)NC(CCSC)C(=O)NCC(c1ccccc1OC)N1CCCC1 (stereo not drawn)	.	.	1.0%[50 µM]	2%	.	-1.2%	7%	1.0	70	-9%
CCCC1(c2ccccc2)NC(=O)N(CC(=O)Nc2ccc(N3CCOCC3)cc2)C1=O (stereo not drawn)	.	.	0.9%[50 µM]	3%	.	.	.	0.9	78	-3%
CCC1(N(C(C)=O)c2ccc(OC)cc2)C(=O)c2ccccc2C1=O	1%	0%	4.8%	6%	1.1%	2.4%	10%	0.2	49	-1%
O=[N+]([O-])c1ccc(Cc2nnc(-c3ccc(F)cc3)o2)cc1	8%	-3%	-0.1%	12%	-0.1%	1.6%	16%	0.0	59	-2%
CC1(C(=O)NCc2ccccn2)C=CCN1C(=O)c1ccccc1 (stereo not drawn)	0%	1%	0.2%	7%	0.0%	-1.1%	5%	-3.0	95	0%
COc1ccc(-c2[nH]ncc2/C=N/NC(=O)c2ccncc2)c(OC)c1	8%	2%	2.2%[50 µM]	2%	-0.6%	1.4%	15%	0.1	77	0%
O=S(=O)(c1ccc(C(F)(F)F)cc1)N1CCCN(c2ccc(C(F)(F)F)cn2)CC1	0%	-12%	.	.	-1.1%	1.4%	-11%	2.4	43	.
O=C(O)c1cccc(S(=O)(=O)Nc2ccccc2C(=O)NCCc2ccccc2)c1	0%	29%	0.3%	4%	-0.5%	0.8%	1%	0.5	45	3%
C/C(=N\O)C(=O)NCCCn1ccnc1	1%	-1%	0.5%	3%	-0.3%	0.3%	10%	6.1	81	-5%
CCOCCn1c(N2CCCC2)nc2c1c(=O)[nH]c(=O)n2C	1%	-4%	0.0%	12%	0.0%	-0.2%	8%	-0.6	76	-5%
Cc1cc(C(=O)Nc2nc3c(s2)CCCC3)cs1	0%	47%	0.0%	3%	-0.3%	0.2%	0%	2.4	53	-2%
CC(=O)c1ccc(NC(=O)c2ccn(C(=O)OCC(C)C)n2)cc1	3%	9%	0.8%[50 µM]	7%	-0.1%	2.2%	10%	3.2	80	-2%
Cc1ccc(C(=O)NC(C)c2nnc(SCC(=O)NC3CCCC3)n2C)cc1 (stereo not drawn)	0%	43%	1.6%[50 µM]	7%	-0.1%	1.3%	13%	0.0	66	-8%
Cc1ccc(S(=O)(=O)CCC(=O)OCc2ccc(Cl)cc2)cc1	0%	-1%	4.3%	7%	-0.3%	0.9%	2%	-1.3	51	-8%
CCCOc1ncnc2c1sc1nc3c(cc12)COC(C)(C)C3	2%	10%	-0.8%	-11%	0.0%	2.7%	11%	2.6	53	-2%
CCc1ccc(C(=O)COC(=O)c2cc([N+](=O)[O-])ccc2N2CCOCC2)cc1	.	.	0.5%[50 µM]	8%	.	1.1%	16%	7.7	65	6%

Entries of single compounds from above. Values in the order: SIAH1 antagonists	AID2073	K1F lysis inhibition	MgcRacGAP inhibition	West Nile antiviral	RSV antiviral HEp-2	SV40 large T antigen	NTR1 agonist	NTR1 agonist cell count 20 µM	Dengue-2 NS5 capping
Profile of O=C(O)c1cccc(S(=O)(=O)Nc2ccccc2C(=O)NCCc2ccccc2)c1 = 0%	29%	0.3%	4%	-0.5%	0.8%	1%	0.5	45	3%
Profile of N#CCCSCc1ccc(OCC(=O)O)cc1 = -6%	-3%	0.6%	9%	-0.3%	1.7%	21%	0.2	89	-2%

Following part
SMILES	SIAH1 antagonists	AID2073	K1F lysis inhibition	MgcRacGAP inhibition	West Nile antiviral	RSV antiviral HEp-2	SV40 large T antigen	NTR1 agonist	NTR1 agonist cell count 20 µM	Dengue-2 NS5 capping
NS(=O)(=O)c1ccc(Nc2ccc3nonc3c2[N+](=O)[O-])cc1	-3%	-6%	0.1%	6%	-0.6%	1.4%	1%	-2.2	65	-5%
CC(C(=O)NC1CCCCC1)N1CCN(C)CC1 (stereo not drawn)	-2%	10%	-0.2%	94µM*	-0.1%	-2.4%	14%	0.1	60	-6%
COc1ccc(NC(=O)CCCCCn2nnc3ccccc3c2=O)cc1OC	3%	11%	0.4%	7%	-0.4%	2.0%	9%	0.3	101	-2%
CCCC(=O)N1CCN(c2nnc(-c3ccc(C)cc3)c3ccccc23)CC1	-3%	6%	0.0%	-4%	-1.0%	1.6%	4%	0.0	92	1%
CCOC(=O)C1CCN(c2ccc(Cl)nn2)CC1	3%	7%	0.2%	10%	0.3%	0.0%	2%	-1.9	57	2%
COc1ccc(N2C(=O)CC(N(C)CCc3ccc(OC)c(OC)c3)C2=O)cc1 (stereo not drawn)	-1%	3%	-1.6%	5%	0.9%	1.2%	9%	-1.5	39	-3%
Cn1c(SCC(=O)NCCN2C(=O)CSC2=O)nc2ccccc2c1=O	2%	2%	4.3%	7%	0.1%	5.9%	1%	-0.5	81	10%
Cc1ccc(CN(Cc2cc3cc4c(cc3[nH]c2=O)OCCO4)Cc2nnnn2Cc2ccco2)cc1	-8%	18%	3.3%	11%	-0.2%	5.5%	?	2.8	60	18%
Cc1cc(OCCOCCN2CCCC2)ccc1C(C)C	1%	1%	6.3%	14%	-0.4%	-1.0%	8%	-2.2	72	4%
Cc1cc(C)nc(SCc2cccc(C(=O)O)c2)n1	5%	-9%	0.4%	3%	0.3%	0.5%	1%	1.3	64	-3%
CC(C)Cc1nn2c(=O)cc(O)nc2s1	16%	2%	0.2%	9%	0.2%	-0.3%	5%	-0.8	79	-5%
CCn1c(SCC(=O)Nc2nc(C)cs2)nnc1-c1ccncc1	-3%	-6%	0.4%	7%	-0.8%	0.2%	5%	-0.9	62	-3%
O=C(COC(=O)/C=C/c1ccccc1)Nc1ccc(Cl)cn1	.	.	1.1%[50 µM]	10%	.	1.2%	15%	-1.2	70	7%
CCN(C(=O)CSc1ncn[nH]1)c1c(N)n(Cc2ccccc2)c(=O)[nH]c1=O	.	.	0.5%[50 µM]	3%	.	-1.8%	12%	-0.7	75	-9%
Cc1ccc(S(=O)(=O)N2CCN(C(=O)COc3ccc(NC(=O)c4ccco4)cc3)CC2)cc1	-5%	-2%	0.7%	13%	0.1%	0.0%	8%	-0.9	74	-9%
CCOc1ccc(N2CC(C(=O)Nc3ccc(N4CCOCC4)cc3)CC2=O)cc1 (stereo not drawn)	4%	-2%	-0.5%	-4%	-0.3%	0.2%	-15%	-1.2	57	-1%
CCOC(=O)c1nc(-c2ccccc2)oc1N(C)C	-2%	46%	0.0%	0%	-0.2%	1.5%	5%	0.6	40	6%
O=C(O)CCN=Cc1c(O)c2ccccc2oc1=O	7%	-3%	0.4%	-5%	0.1%	-0.4%	4%	1.1	77	-5%
O=C(NCCc1ccccc1)C(=O)NCC1OCCCN1S(=O)(=O)c1cc(F)ccc1F (stereo not drawn)	4%	23%	0.2%	8%	-0.5%	2.0%	1%	0.0	46	2%

Limited to Dengue-2 NS5 capping, West Nile antiviral and RSV antiviral HEp-2, for some of the entries so far:
Compound	Dengue-2 NS5 capping	West Nile antiviral	RSV antiviral HEp-2
CC(C(=O)NC1CCCCC1)N1CCN(C)CC1 (stereo not drawn)	-6%	-0.1%	-2.4%
COc1ccc(NC(=O)CCCCCn2nnc3ccccc3c2=O)cc1OC	-2%	-0.4%	2.0%

Of the compounds above, four have an NH in an aromatic ring:
SMILES	SIAH1 antagonists	AID2073	K1F lysis inhibition	MgcRacGAP inhibition	West Nile antiviral	RSV antiviral HEp-2	SV40 large T antigen	NTR1 agonist	NTR1 agonist cell count 20 µM	Dengue-2 NS5 capping
COc1ccc(-c2[nH]ncc2/C=N/NC(=O)c2ccncc2)c(OC)c1	8%	2%	2.2%[50 µM]	2%	-0.6%	1.4%	15%	0.1	77	0%
CCOCCn1c(N2CCCC2)nc2c1c(=O)[nH]c(=O)n2C	1%	-4%	0.0%	12%	0.0%	-0.2%	8%	-0.6	76	-5%
Cc1ccc(CN(Cc2cc3cc4c(cc3[nH]c2=O)OCCO4)Cc2nnnn2Cc2ccco2)cc1	-8%	18%	3.3%	11%	-0.2%	5.5%	?	2.8	60	18%
CCN(C(=O)CSc1ncn[nH]1)c1c(N)n(Cc2ccccc2)c(=O)[nH]c1=O	.	.	0.5%[50 µM]	3%	.	-1.8%	12%	-0.7	75	-9%

Source: PubChem BioAssay (several laboratories)
